EBV gp42 block = EBV gp42 inhibition; inhibition, % (tested at 21.74 µM); Fluorescence polarization binding assay, mP read-out; AID 1085; 220,000 compounds, 0.42% hits; Q1HVG2; in the data active means inhibition above about 50%
Target sequence (Q1HVG2 whole entry, looked up): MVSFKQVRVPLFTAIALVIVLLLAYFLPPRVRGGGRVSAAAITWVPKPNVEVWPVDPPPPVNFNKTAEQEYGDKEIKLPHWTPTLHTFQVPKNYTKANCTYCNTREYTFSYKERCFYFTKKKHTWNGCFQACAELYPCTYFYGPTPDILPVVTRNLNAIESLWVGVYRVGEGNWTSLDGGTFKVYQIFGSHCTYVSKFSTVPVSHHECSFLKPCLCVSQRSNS
zfTRPN1 agonist = zebrafish TRPN1 (NompC) channel agonism. HEK293 zebrafish TRPN1-YFP, Fluo-8 calcium fluorescence; 100% = response to 87 µM carbachol. activation, % at 3 µM. 220,000 compounds, 0.18% hits;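 active means activation above its plate's cutoff, the mean activation of test wells on that plate plus 3 SD, cut at about 19% in these data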;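 further: 0% = DMSO alone and 100% = 87 µM carbachol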
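Material: zebrafish TRPN1-YFP in HEK293 cells. Doses: one dose of 3 µM, 0.3% DMSO. Incubation: dye 1 h 37 °C plus 30 min RT. Measured by: intracellular calcium fluorescence with Fluo-8.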
Furin inhibitor = human furin inhibition | P09958 | AID 463115 | purified furin, fluorogenic substrate cleavage | 220,000 compounds, 0.061% hits | inhibition, % at 30 µM; in the data active means inhibition above about 25%; further: inactives centre near -15
Target sequence (P09958 108-714 limits assumed): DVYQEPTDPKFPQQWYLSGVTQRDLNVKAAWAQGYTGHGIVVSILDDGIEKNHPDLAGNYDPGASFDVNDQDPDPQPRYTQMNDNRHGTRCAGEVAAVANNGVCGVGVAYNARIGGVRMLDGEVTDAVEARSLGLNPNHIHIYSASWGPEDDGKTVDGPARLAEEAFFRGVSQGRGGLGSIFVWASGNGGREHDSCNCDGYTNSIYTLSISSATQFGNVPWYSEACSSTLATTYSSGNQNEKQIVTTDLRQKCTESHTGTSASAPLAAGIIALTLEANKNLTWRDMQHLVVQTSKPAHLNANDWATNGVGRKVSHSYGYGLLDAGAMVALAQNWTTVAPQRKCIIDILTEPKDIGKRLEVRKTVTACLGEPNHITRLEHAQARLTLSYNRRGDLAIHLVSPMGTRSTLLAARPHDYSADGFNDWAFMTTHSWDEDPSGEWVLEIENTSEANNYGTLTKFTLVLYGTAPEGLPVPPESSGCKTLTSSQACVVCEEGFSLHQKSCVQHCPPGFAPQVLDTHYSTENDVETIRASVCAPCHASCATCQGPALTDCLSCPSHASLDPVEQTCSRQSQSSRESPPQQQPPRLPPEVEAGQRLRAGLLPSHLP
KCC2 mod = modulates chloride dependent transport by human KCC2; KCC2 cells, thallium flux FluoZin-2 fluorescence; AID 1456; B-score of Tl+ flux slope (higher = more flux/activation; lower = inhibition) at 10 µM; Q9H2X9; 190,000 compounds, 2.2% hits;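 active means thallium flux slope and its plate-corrected score both differing from the plate sample mean at a set confidence after two filtering rounds, in either direction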;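 further: slope of fluorescence scaled to starting intensity during 10 to 20 s after thallium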
m-calpain inh = calpain II (pig) inhibition. purified calpain II, fluorogenic peptide substrate, 30 min. inhibition, % at 16 µM. 220,000 compounds, 0.37% hits. AID 1236;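 active means inhibition above about 50%, limit read from the data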
TRPML3 agonist = activates the human TRPML3 channel. Q8TDD5. HEK293 TRPML3-YFP, Fluo-8 calcium fluorescence; 100% = the carbachol control signal. activation, % at 3 µM. 220,000 compounds, 0.29% hits. AID 1448;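 active means activation above its plate's cutoff, the mean activation of the plate's test wells plus 3 SD, cut at about 12% in these data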;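 further: 0% = DMSO only wells and 100% = carbachol wells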
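system = HEK293 cells stably carrying human TRPML3-YFP | doses = one concentration, 3 µM nominal, 0.3% DMSO | timing = dye loading 1 h 37 °C then 30 min ambient, 125 s read | detection = Fluo-8 calcium dye fluorescence, ex 470-495, em 515-575 nm | benchmarks = high control carbachol 87 µM, low control DMSO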
thrombin 1536 = thrombin (human) inhibition | P00734 | 220,000 compounds, 0.26% hits | alpha-thrombin, Boc-VPR-AMC fluorogenic substrate cleavage | inhibition, % at 5 µM | AID 1046;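 active means inhibition at or above 40%; inactive means inhibition below 40%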;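 further: 0% = enzyme with no compound and 100% = wells without enzyme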
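Assay system: human alpha-thrombin enzyme. Reagent: Boc-VPR-AMC substrate, 15 µM final. Compound dosing: one concentration per compound, 5 µM, with 0.2% DMSO. Incubation: room-temperature reaction. Technique: AMC fluorescence, 355/460 nm. Measure: % inhibition relative to enzyme controls and enzyme-free blanks.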
Tb hexokinase = T. brucei hexokinase 1 inhibition; inhibition, % at 10 µM; 220,000 compounds, 0.11% hits; recombinant TbHK1, G6PDH-coupled NADH A340; AID 1430;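 active means inhibition of 50% or more in the single-dose primary screen; inactive means inhibition below 50%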
PPC-1+TRAIL kill = kills PPC-1 cancer cells in the presence of TRAIL | PPC-1 cells + TRAIL, ATPLite viability luminescence | cell killing (% activity), % at 4 µM | 220,000 compounds, 0.41% hits;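 active means cell killing above 50% in the first pass at 4 µM, then a duplicate retest at 5 µM averaging 50% or more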;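 further: plate controls were cells with TRAIL plus DMSO for no effect and medium-only wells lacking cells for full effect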
An asterisk follows results filed as active; i = inactive; / = no result given; [ ] = remark or other dose.

SMILES	KCC2 mod	Tb hexokinase	thrombin 1536	EBV gp42 block	TRPML3 agonist	PPC-1+TRAIL kill	Furin inhibitor	m-calpain inh	zfTRPN1 agonist
Cc1ccc(-n2c(C)cc(C(=O)NS(=O)(=O)c3ccc(C)cc3)c2C)cc1	-1.3	-5	-9	-23	1.5	14	-8	-10	-0.7
Cc1ccc(Cn2ncc3c(N4CCCC4)ncnc32)cc1	-1.5	-2	-3	-27	0.0	22	7[20 µM]	-16	3.0
O=C(NCCCN1CCCC1=O)c1cc(-c2ccc3c(c2)OCO3)nc2ccccc12	-0.53	-14	-3	9	0.0	33	0	-26	1.8
c1ccc(CCn2cnc3ccccc32)cc1	/	0	1	-6	0.0	-2	-12	-2	-1.3
Cc1oc(-c2cccc(F)c2)nc1CN(Cc1ccccc1)C[C@@H]1CCC(=O)N1	-0.31	-17	-5	-7	-1.2	5	-9	10	-2.4
COC(=O)C1=C(C)N(C)C(=O)NC1c1ccccc1 (centres undefined)	/	2	-4	11	2.6	2	-15	10	1.1
CS(=O)(=O)N1N=C(c2ccco2)CC1c1cccc([N+](=O)[O-])c1 (centres undefined)	-0.85	-7	-3	-5	0.6	-1	-20	15	1.9
NC(=O)c1cc([N+](=O)[O-])ccc1NCCN1C(=O)c2ccccc2C1=O	1.4	-6	-9	5	0.7	-5	-11	-38	-0.2
CCCS(=O)(=O)c1c(S(=O)(=O)CCC)c2c(N)cccn2c1C(=O)c1ccc(F)cc1	-0.6	-16	-5	7	1.3	6	-10	-11	0.2
NC(=S)N/N=C1\CC(c2ccc3c(c2)OCCCO3)Oc2ccc(F)cc21 (centres undefined)	-0.22	-8	-1	-24	-0.1	0	-10	13	-2.0
CCOc1cc(/C=N/NC(=O)c2cc(-c3cccnc3)nc3ccccc23)ccc1O	-2.7	-4	0	-7	0.7	1	-24	0	0.5
CCN(CC)C(=O)C1CC(c2ccc(OC)cc2)=NO1 (centres undefined)	/	30	-5	-11	-0.4	10	-6	-32	1.6
CCOc1cc(C)c(C(C)C)cc1S(=O)(=O)N1CCOCC1	-0.54	-2	-7	-3	-0.2	6	-26[20 µM]	-4	-1.9
O=C(NC1CCCCC1)N1CCN(CCc2ccccc2)CC1	-0.36	-1	1	-2	0.5	14	-15[20 µM]	-31	1.0
O=C(CCc1nc(-c2ccccc2F)no1)Nc1ccc(Oc2ccccc2)cc1	-0.34	-2	1	-16	0.1	8	-11[20 µM]	16	3.9
O=C(Cn1nnc(-c2ccccc2)n1)NCc1ccco1	/	-2	7	-8	-0.2	5	-7[20 µM]	10	-0.5
Cn1c(=O)c2cc(S(=O)(=O)NCCC(=O)Nc3ccc(Cl)cc3)ccc2n(C)c1=O	/	-8	-5	-14	0.2	9	-12	11	-0.5
O=C(CN1CCN(c2ccccc2)CC1)Nc1ccc2c(c1)CCC2	-0.059	19	-2	-17	0.0	-6	-4	3	-0.3
CC(c1ccon1)N(C)Cc1cn[nH]c1-c1ccc(F)cc1F (centres undefined)	0.29	-2	-9	-12	0.6	-7	-4	-12	-0.2
Cc1cc(C)n2c(SCc3c(C)noc3C)nnc2n1	-0.58	-3	-2	-14	0.9	8	-11[20 µM]	1	0.6
CC(C)n1cc(/C=C(\C#N)S(=O)(=O)c2ccccc2)c2ccccc21	0.39	4	-7	-6	0.3	17	-18[20 µM]	29	0.5
CCOc1c2ccc(C(=O)NCc3ccc4c(c3)OCO4)cc2nn1CC	0.93	-3	-1	-13	0.6	31	-21[20 µM]	i	1.7
CCN(C(=O)COc1cc(=O)n(CC)c2ccccc12)c1cc(Cl)ccc1OC	0.13	-29	-2	-1	0.1	-13	-17	-8	0.5
CCOC(=O)c1oc2ccc(S(=O)(=O)n3nc(-c4ccc(Cl)cc4)cc3N)cc2c1C	0.75	-14	-5	-9	1.0	12	-24	-18	1.7
N#C/C(=C\c1ccc(O)c([N+](=O)[O-])c1)C(=O)NCc1ccccc1	0.048	-33	3	-9	0.5	21	-10	16	0.3
Cc1ccc(OCC(=O)Nc2ccc(S(=O)(=O)Nc3ccccn3)cc2)c(C)c1	-0.11	2	-6	-4	-0.1	1	-24	-26	-1.6
Cc1ccc(C2CC(c3ccc(F)cc3)Nc3nc(N)nn32)cc1 (centres undefined)	2	6	2	-13	1.2	29	4	-20	9.2
Cc1cc(C)cc(OCC(=O)NNC(=O)c2cc3ccccc3o2)c1	31*	-7	-7	5	-0.4	11	-7	34	-1.0
O=C(O)c1ccc(N2C(=O)CC(SC(=Nc3ccccc3)Nc3ccccc3)C2=O)cc1 (centres undefined)	-0.94	1	-4	-9	1.0	27	-19	-3	0.8
O=C(CCc1nc2ccccc2c(=O)[nH]1)OCc1cccc(C(F)(F)F)c1	-0.1	29	-5	-15	1.0	10	-6	-3	-0.2
O=c1cc(N2CCN(Cc3ccccc3)CC2)c(-c2ccccc2)n[nH]1	/	-10	3	2	0.6	-5	-22[20 µM]	-14	-0.4
O=C(Nc1ccccc1Cl)NC1(C(=O)NCCCN2CCOCC2)CCCCC1	0.14	-2	-3	-1	0.0	8	-17	20	0.0
CCOC(=O)C1CCN(S(=O)(=O)c2ccc(C(C)=O)cc2)CC1	-1.1	6	2	-15	0.7	28	-14[20 µM]	11	1.3
Cn1c(SCc2c(Cl)cccc2Cl)nnc1-c1cccs1	-4.6*	-3	-19	-19	-1.0	5	-28	2	-2.5
Clc1ncccc1-c1nc2ccccc2s1	/	-6	-4	-15	0.1	13	-9	4	-1.7
CC(=O)c1ccc(N(C(=O)CNC(=O)c2ccco2)C(C(=O)NCC2CCCO2)c2ccccc2)cc1 (centres undefined)	-0.53	7	0	-17	0.3	-22	-12	28	1.1
Cc1cccc(C)c1NC(=O)CSc1nnc(Cc2ccccc2)o1	0.021	6	1	-24	-0.2	29	-13[20 µM]	-13	-1.3
CCCNC(=O)Nc1ccc2c(c1)N(C)C(=O)c1ccccc1S2	-1.6	5	-5	7	0.6	15	-14[20 µM]	-76	-1.3
CCOC(=O)c1sc2nc(NC(=O)C(C)(C)C)sc2c1C	-0.39	-22	2	-2	-0.7	14	-8	-7	-0.7
Cc1ccc(-c2n[nH]c(=S)n2/N=C/c2ccc(C)s2)cc1	5.6*	-10	4	-8	-0.5	20	-25	3	-0.6
COc1ccc(CSc2nnnn2C)cc1F	0.64	8	0	-3	0.1	20	-14	24	0.1
Cc1cc(N2CCCC2)nc2ccc(NC(=S)NCCCOC(C)C)cc12	-1.2	-9	3	-10	0.9	12	-30	-83	1.1
N/C(=N\OC(=O)COc1ccc(Br)cc1Cl)c1cccnc1	-0.77	-3	-5	9	-0.1	18	-21	11	-0.6
CCN(c1ccccc1)c1cc(C)nc2ncnn12	0.45	6	6	-9	-0.1	-19	-11	16	0.3
CSc1nc(-c2ccccc2)nc(SC)c1C(C)=O	1.5	2	3	-46	-0.6	0	-3[20 µM]	-69	0.5
CC/C(=N/Nc1cccc(C)c1)c1cnnc(SC)n1	0.016	-7	-8	-11	-0.2	14	-19	10	0.9
COc1ccc(/C=N\NC(=O)c2cc(OCC(F)(F)F)ccc2OCC(F)(F)F)cc1	0.97	-8	5	-4	-0.5	10	-18[20 µM]	-41	-0.8
CS(=O)(=O)N1CCCC(c2nc(-c3ccc(S(=O)(=O)NCc4ccccc4)cc3)no2)C1 (centres undefined)	0.13	5	-1	-6	4.4	-1	-15	0	13

The closing 4 records of the part above are carried over, then new ones follow:
SMILES	KCC2 mod	Tb hexokinase	thrombin 1536	EBV gp42 block	TRPML3 agonist	PPC-1+TRAIL kill	Furin inhibitor	m-calpain inh	zfTRPN1 agonist
CSc1nc(-c2ccccc2)nc(SC)c1C(C)=O	1.5	2	3	-46	-0.6	0	-3[20 µM]	-69	0.5
CC/C(=N/Nc1cccc(C)c1)c1cnnc(SC)n1	0.016	-7	-8	-11	-0.2	14	-19	10	0.9
COc1ccc(/C=N\NC(=O)c2cc(OCC(F)(F)F)ccc2OCC(F)(F)F)cc1	0.97	-8	5	-4	-0.5	10	-18[20 µM]	-41	-0.8
CS(=O)(=O)N1CCCC(c2nc(-c3ccc(S(=O)(=O)NCc4ccccc4)cc3)no2)C1 (centres undefined)	0.13	5	-1	-6	4.4	-1	-15	0	13
CCOc1ccc(NC(=O)CNC(=O)c2ccc(OC)cc2)cc1	0.77	-1	3	-6	1.4	0	-18	-64	1.1
O=C(CCn1nc(-c2ccccc2)c2ccccc2c1=O)NCC1CCCO1 (centres undefined)	/	-6	6	-11	0.7	-15	-22	-17	1.0
Cc1oc(C(=O)Nc2ccc(O)cc2)cc1COc1ccccc1	-2.6	-1	-3	-1	-1.0	-21	-26[20 µM]	3	0.1
O=C(Nc1ncc(Cc2ccccc2Cl)s1)c1ccc(-c2cccc([N+](=O)[O-])c2)o1	0.84	-31	-2	-5	0.9	13	-18	-39	-0.8
COc1cccc2c1OC1(C)CC2NC(=O)N1c1cccc(C(=O)Nc2ccc3c(c2)OCCO3)c1 (centres undefined)	-0.33	-3	-4	-10	-0.1	-1	-11[20 µM]	-24	-0.7
O=C(Nc1ccc(F)cc1)C1CCN(c2nnnn2-c2ccccc2)CC1	-1.6	-1	4	-4	0.6	-2	-25	-49	2.2
Cc1cc2oc(C(=O)N(Cc3ccccc3)C3CCS(=O)(=O)C3)cc(=O)c2cc1Cl (centres undefined)	/	-10	1	-3	0.3	-25	-24[20 µM]	-24	-0.6
NC(=O)c1c[nH]c2ccccc12	0.19	-4	-12	-18	1.1	20	-24	15	0.6
